PfHsp90 set2 = growth inhibition of yeast expressing Plasmodium Hsp90; S. cerevisiae expressing PfHsp90, BacTiter-Glo ATP, 48 h; yeast lacking PDR1 and PDR3 efflux regulators; inhibition, % at 9.4 µM; 310,000 compounds, 0.32% hits; AID 504621;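 active means every replicate shows inhibition above about 80%, whatever the replicate mean, limit read from the data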;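 further: 0% = DMSO neutral controls and 100% = 20 µM radicicol positive controls; yeast relying on Plasmodium falciparum Hsp90 in place of its own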
Ecoli viability = reduces bacterial viability in AddAB counter-screen. E. coli V3065 growth, OD600 absorbance, 18 h. inhibition, % at 11.9 µM. 330,000 compounds, 0.27% hits;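 active means inhibition above the campaign's mean inhibition across all tested compounds plus 3 SD, cut at about 9.9% in these data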;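 further: uninfected addAB+ strain grown without phage in ampicillin broth; 0% = DMSO wells and 100% = ciprofloxacin 0.95 µg/ml wells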
MOR-DOR inv ag = mu-delta opioid heterodimer inverse agonism; P35372+P41143; cell-based MOR-DOR heterodimer luminescence; inhibition, % at 9.3 µM; 340,000 compounds, 0.21% hits; AID 504357; in the data active means inhibition above about 22%, passing the limit was not always enough;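 further: 0% = cells with DMSO and 100% = wells without cells with DMSO; values of inactives mirror those of a sister screen read the other way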
HTR5A ag ctr = activates human HTR5A in OPRM1-OPRD1 agonist counter-screen; HTR5A agonist assay, luminescence, cell-based; P47898; 340,000 compounds, 0.61% hits; activation, % at 9.3 µM; in the data active means activation mostly above about 9.5%, no sharp cut-off; inactive means mostly below about 7.6%;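 further: 0% = cells with vehicle only and 100% = reference agonist; strong numbers were not always called active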
Target sequence (P47898 whole entry, looked up): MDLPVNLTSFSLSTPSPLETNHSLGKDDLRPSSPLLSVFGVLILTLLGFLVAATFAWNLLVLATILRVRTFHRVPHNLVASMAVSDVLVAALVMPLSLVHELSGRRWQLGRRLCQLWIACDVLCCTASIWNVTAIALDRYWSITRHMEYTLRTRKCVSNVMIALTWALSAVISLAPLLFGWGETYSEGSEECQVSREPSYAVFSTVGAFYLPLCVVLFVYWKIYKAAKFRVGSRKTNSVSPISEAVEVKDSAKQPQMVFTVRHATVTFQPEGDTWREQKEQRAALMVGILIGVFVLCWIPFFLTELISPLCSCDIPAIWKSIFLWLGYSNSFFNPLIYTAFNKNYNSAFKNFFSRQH
HTR5A inv ag = counter-screen for OPRM1-OPRD1 inverse agonists: human HTR5A inverse agonism; HTR5A cell line, luminescence; AID 504634; 340,000 compounds, 0.083% hits; inhibition, % at 9.3 µM; in the data active means inhibition mostly above about 23%, no sharp cut-off; inactive means mostly below about 18%;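 further: 0% = cells with DMSO and 100% = no-cell wells with DMSO; some compounds called inactive have numbers as strong as hits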
phage Ecoli inh = E. coli growth loss with phage present; growth absorbance; inhibition, % at 11.9 µM; 360,000 compounds, 0.26% hits; in the data active means inhibition above about 11%
DSG3 Ab inh = human desmoglein-3 autoantibody binding inhibition. P32926. DSG3-coupled beads, scFv-anti-DSG3-GFP binding, flow cytometry; stronger effect = lower value. binding (percent of control), % at 10 µM. 310,000 compounds, 0.48% hits;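 active means binding more than 3 SD below its plate's average and above zero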;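 further: hits lower antibody fragment binding to DSG3; some compounds called inactive have numbers as strong as hits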
SUMO Mot1 rescue = inhibitors of SUMOylation pathway: yeast Mot1-301 growth rescue; 320,000 compounds, 1% hits; S. cerevisiae Mot1-301 growth rescue, ATP luminescence, 38.5C; percent above DMSO median, 100 means doubled; growth rescue, % at 18.8 µM;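 active means every valid replicate shows activation above 250% relative to neutral control wells; inactive means the rest, any valid replicate at or below 250%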;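 further: OY570 slx delta 5 strain wells were the positive control but not used for scaling; some compounds called inactive have numbers as strong as hits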
OPRM1-OPRD1 ag = agonists of human mu-delta opioid receptor heterodimerization; activation, % at 9.3 µM; 340,000 compounds, 0.3% hits; AID 504326; cells, OPRM1-OPRD1 heterodimerization, luminescence; in the data active means activation above about 18%;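 further: 0% = vehicle-treated cells and 100% = reference agonist; values of inactives mirror those of a sister screen read the other way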
PKA-R1A act = activates the PKA-R1A holoenzyme complex; activation, % at 11.4 µM; 340,000 compounds, 0.083% hits; P00514+P68181; AID 504707; PKA-R1A dissociation, Cy5-IP20 fluorescence polarization; scaled: DMSO 0%, 113 µM cGMP 100%;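 active means percent activation above the mean of all tested compounds plus 3 SD, cut at about 19% in these data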;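 further: higher means more PKAc released from R1A so a rise in polarization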
AddAB inh = less growth of phage-infected E. coli with AddAB; E. coli expressing H. pylori AddAB, absorbance growth; inhibition, % at 11.9 µM; 330,000 compounds, 0.29% hits; AID 435030; in the data active means inhibition above about 12%;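 further: 0% = vehicle wells of infected cells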
* marks the source's active call; other numbers are inactive results; · = not tested or not shown; + = active, no number.

molecule,PfHsp90 set2,Ecoli viability,MOR-DOR inv ag,HTR5A ag ctr,HTR5A inv ag,phage Ecoli inh,DSG3 Ab inh,SUMO Mot1 rescue,OPRM1-OPRD1 ag,PKA-R1A act,AddAB inh
Cc1ccc(S(=O)(=O)N2C[C@@H]3c4ccccc4N(S(=O)(=O)c4ccc(C)cc4)[C@@H]3[C@@H](C)C2CC(=O)c2ccccc2)cc1 (some centres undefined),-3,0.5,2,0,1,-0.6,106,·,-0.5,1,-1.1
Nc1nc(Br)c2ccccc2c1-c1ccccc1,2,3.1,-27,4,-12,3.4,98,-4,5.2,-2,1.4
N#C/C(=C\c1ccccc1OCC(=O)O)c1nc2ccccc2[nH]1,-3,3.1,3,0,1,3.9,95,-14,-0.5,13,0.2
COc1ccccc1C(=O)c1ccccc1C(=O)c1ccccc1,-30,·,-9,-4,15,1.2,81,·,1.7,0,·
O=C(N/N=C/c1sc(=O)[nH]c1-[n+]1ccc2ccccc2c1)c1ccccc1[O-],-17,-0.2,10,0,0,2.5,121,36,-2.0,-7,2.4
N=c1c2c3c(sc2nc2n1CCCCC2)CCCCC3,10,-0.6,-18,14,-32,1.2,·,10,4.2,-6,5.8
c1ccc(CC2CCN(Cc3ccccn3)CC2)cc1,-15,-3.5,-9,-2,-16,0.1,94,343*,1.7,5,3.1
Cc1ccc2nc(N3CCN(c4ccccc4)CC3)c(C=O)c(=O)n2c1,-12,-1.5,4,2,-6,3.2,100,13,-0.5,0,4.7
Cc1cc(S(=O)(=O)Nc2c(C)nn(C)c2C)c(Cl)cc1Cl,-17,1.7,-3,-2,6,3.3,·,98,0.7,-1,0.4
O=C(NC1CCCC1)c1ccc(Br)o1,13,3.6,0,1,-56,0.2,74,-1,0.0,-1,3.3
O=C(O)c1ccc(NC(=O)c2ccc(COc3ccccc3)o2)cc1,-9,·,8,0,1,-1.8,100,-21,-1.4,-3,·
CCOC(=O)OCC(=O)C1(O)CCC2C3CCC4=CC(=O)CCC4(C)C3C(O)CC21C (centres undefined),-12,·,8,-5,18,0.1,121,·,-1.6,15,·
COn1c(-c2ccc(Cl)cc2Cl)nc2ncccc21,6,3.7,·,·,·,3.1,105,289,·,·,4.5
Cc1nn(-c2nnc(NCc3ccccc3)nn2)c(C)c1Br,-19,-1.0,-35,-5,16,-0.3,98,23,6.2,-8,-0.7
O=C(N/N=C\c1cccnc1)c1cc(-c2ccccc2)nc2c(Cl)cccc12,-12,1.2,-4,-3,7,3.1,111,6,0.8,1,0.8
O=C(OCc1ccc(O)cc1)c1c(-c2ccsc2)oc2ccc(N3CCOCC3)cc12,-14,0.2,-5,3,-7,2.6,112,-20,1.0,-9,2.1
Cc1nnc2n(C)c(=O)c3c4c(sc3n12)COC(C)(C)C4,-16,0.3,23,-3,-8,0.9,97,-4,-4.3,-5,3.3
O=C(Nc1ccnn1C1CCN(Cc2cc(Cl)ccc2O)CC1)c1cccnc1,-8,-0.8,11,-2,6,3.2,103,-7,-2.2,-8,0.5
Cc1ccccc1C(=O)O,·,0.0,9,-1,5,0.9,97,186,-1.6,-5,-0.2
O=C(c1cc(C(=O)N2CCOCC2)c2nc3ccccc3n2c1)c1cc(Cl)cc(Cl)c1O,3,1.4,19,0,10,0.9,89,-17,-3.7,-7,-0.4

Following part
molecule,PfHsp90 set2,Ecoli viability,MOR-DOR inv ag,HTR5A ag ctr,HTR5A inv ag,phage Ecoli inh,DSG3 Ab inh,SUMO Mot1 rescue,OPRM1-OPRD1 ag,PKA-R1A act,AddAB inh
CCOC(=O)N1CCC(N2CCCC(C(=O)c3cccc(OC)c3)C2)CC1 (centres undefined),-2,-1.3,0,0,27,3.7,94,252,0.0,-1,0.1
Cc1cccc(N/C(N)=N/c2nc(C)c(Cc3ccccc3)c(=O)[nH]2)c1,24,-0.1,-54,5,-15,2.6,92,5,10,-10,-2.4
NC(=O)C1CCN(C(=O)CN2CCCc3ccccc32)CC1,·,-2.8,7,0,0,2.2,94,-1,-1.5,-3,1.5
COc1ccc(OC)c(C2/C(=C(/O)c3ccccc3)C(=O)C(=O)N2Cc2ccco2)c1 (centres undefined),-1,-0.1,3,-3,8,4.4,100,3,-0.5,-4,3.7
Cc1ccc(C)n1-n1c(C)nc2scc(-c3ccccc3)c2c1=O,16,0.4,-32,1,-3,2.7,99,0,6.0,-2,3.0
Cc1ccc(NC(=O)C2CCN(S(=O)(=O)c3ccc4c(c3)CCCC(=O)N4)CC2)cc1N(C)C,5,1.3,-2,4,-13,-0.9,95,-7,0.4,-10,2.0
O=c1cc(CSc2nnc(COc3ccccc3)o2)c2ccccc2[nH]1,-58,-1.5,15,12,5,1.2,·,28,-2.4,-2,3.4
Cc1sc(N(C(=O)CCc2ccccc2)c2ccc(C(=O)O)cc2)nc1-c1ccccc1,25,1.0,2,-2,6,2.2,96,14,-0.3,1,-0.3
C[C@@]12C(=O)Nc3ccc(Br)cc3C(=O)N1[C@H]1c3ccccc3OC[C@@H]1[C@@H]2c1ccccc1,105*,3.9,-18,5,-30,·,100,+,3.0,-8,2.7
Cc1cc(C)cc(NC(=O)COC(=O)c2cc(=O)[nH]c(=O)[nH]2)c1,0,-1.1,4,-2,6,2.2,108,6,-0.6,-7,2.5
CC(=O)N(C(C)=O)c1nc(-c2ccccc2)cn1/N=C/c1ccccc1,5,-0.8,-2,-5,-15,0.8,92,5,0.3,-7,1.1
COc1ccc(NC(=O)Cn2nnc(C(=O)NCc3ccc4c(c3)OCO4)c2N)cc1,4,-1.1,16,-1,-20,2.5,80,21,-2.5,-11,0.3
COc1ccc(C(C(=O)NC(C)(C)C)N(C(=O)CNC(=O)c2cccs2)c2ccc(C(C)C)cc2)cc1OC (centres undefined),12,-3.2,12,0,-7,0.2,103,15,-2.0,-1,0.3
CCn1c(NC(=O)c2ccco2)c(-c2ccccc2Cl)c(=O)c2ccccc21,18,0.1,10,1,-5,-0.1,109,-3,-2.1,-10,-0.2
O=S(=O)(NC1CCCCC1Oc1ccccc1)c1ccccc1 (centres undefined),-1,-2.0,-32,4,-14,2.2,107,4,5.5,5,-1.4
CCOC(=O)C1=C(c2ccccc2)Nc2ncnn2C1c1cc(OC)ccc1OC (centres undefined),-14,-1.5,-7,-2,-4,1.3,102,-4,1.3,0,3.7
CCn1c(SCc2ccc(C)cc2)nnc1-c1nn(-c2ccccc2)ccc1=O,-18,0.7,19,-1,3,1.8,97,-22,-4.6,6,3.5
CCOc1cc2ccccc2cc1C(=O)Nc1ccccn1,1,1.3,1,2,15,1.9,114,-13,-0.1,-2,0.7
Cc1cc(=O)[nH]c(-c2ccc(C(F)(F)F)cc2)n1,-3,2.6,15,-2,-4,1.2,108,4,-2.8,6,-0.3
Cc1cccc(OCC(=O)NCCNC(=O)c2cnccn2)c1,14,-1.6,-2,5,-12,1.3,·,155,0.2,-5,3.6

Next compounds
molecule,PfHsp90 set2,Ecoli viability,MOR-DOR inv ag,HTR5A ag ctr,HTR5A inv ag,phage Ecoli inh,DSG3 Ab inh,SUMO Mot1 rescue,OPRM1-OPRD1 ag,PKA-R1A act,AddAB inh
COc1ccc(C(=O)CN(C(=O)c2ccc(Cl)cc2)N2C(=O)C3CCCCC3C2=O)cc1 (centres undefined),·,-0.5,-3,1,-1,2.2,101,-4,0.6,-7,5.1
O=C(NCC1CCCO1)C1CCCN1C(=O)Nc1ccccc1[N+](=O)[O-] (centres undefined),9,1.3,8,-1,2,1.7,·,-7,-1.1,2,2.5
COc1ccc(Cl)cc1-n1c(C)ccc1C,-10,3.1,13,-2,7,0.1,108,2,-2.5,5,0.2
COc1cc(CCC(=O)Nc2ccc(C)c(S(=O)(=O)N3CCCCCC3)c2)cc(OC)c1OC,-3,-0.7,-8,2,-6,1.7,106,-20,2.1,-7,0.5
COc1ccccc1NC(=O)CSc1nnc(-c2ccco2)n1Cc1ccco1,·,0.8,15,2,4,-1.4,105,17,-3.3,-4,1.3
CC(C)(O)C#Cc1ccc(C(=O)N2CCN(c3ccccc3)CC2)cc1,15,-2.2,-8,0,-3,2.1,101,-7,1.2,0,2.3
Cc1ccc(C(O)c2cccnc2)o1 (centres undefined),·,-1.1,-10,-4,10,2.8,95,-7,1.6,-1,-1.6
CC(NC(=O)CCOc1ccccc1)c1ccccc1 (centres undefined),·,-0.5,14,5,9,3.0,91,7,-3.0,2,5.3
CCCC(C)NC(=O)CN(c1ccc2c(c1)OCCO2)S(=O)(=O)c1ccccc1 (centres undefined),30,2.2,11,-3,11,1.2,88,16,-2.4,-8,4.0
COc1ccc(-c2c(=O)n(OC)c3ccccc3[n+]2[O-])cc1OC,0,3.5,13,-1,2,4.1,95,57,-2.2,-5,2.2
CC(C)C(=O)Nc1ncc(Cc2ccccc2Cl)s1,19,-3.9,-4,4,-10,-2.8,105,0,0.8,-7,-1.5
COc1ccc(/C=C/c2c([N+](=O)[O-])c(=O)n(C)c(=O)n2C)c(OC)c1,8,-3.5,9,-2,6,3.5,97,-10,-1.7,3,3.5
Cc1ccc(-c2cc(C(=O)NCCCn3ccnc3)c3ccccc3n2)s1,-7,0.3,14,0,0,4.1,98,30,-2.8,6,3.4
Cc1cc(C)c(C)c(S(=O)(=O)N(C)CCc2ccccn2)c1C,0,0.1,-9,-1,2,2.1,·,84,2.2,2,0.7
S=C(c1ccc(N2CCCC2)cc1)N1CCCCC1,-25,1.3,10,1,-26,-1.1,111,365,-1.7,-1,0.5
O=C(c1ccccc1)C1CCc2occc2C1=O (centres undefined),-2,-1.9,9,-5,2,2.4,98,5,-1.7,3,-2.0
COc1ccc(C2=CC(c3ccc(C)cc3)n3nnnc3N2)cc1 (centres undefined),·,1.8,-2,4,-13,·,·,-10,0.4,2,4.8
N#Cc1cccc(S(=O)(=O)NNC(=O)C23CC4CC(CC(C4)C2)C3)c1,-17,2.5,11,-2,7,5.5,96,26,-2.1,4,-1.4
N/C(=N\OC(=O)c1ccccc1Cl)c1ccccn1,18,-2.4,10,-1,3,2.3,94,-15,-1.8,-13,0.1
CCCC1=NN(C(=O)Cc2ccc(OC)c(OC)c2)C(O)(C(F)(F)F)C1 (centres undefined),-15,0.7,11,-1,-1,1.9,113,2,-2.0,-5,0.6

(cont.)
molecule,PfHsp90 set2,Ecoli viability,MOR-DOR inv ag,HTR5A ag ctr,HTR5A inv ag,phage Ecoli inh,DSG3 Ab inh,SUMO Mot1 rescue,OPRM1-OPRD1 ag,PKA-R1A act,AddAB inh
CCOC(=O)c1cn(CC(=O)Nc2ccc(C(C)C)cc2)nn1,3,0.9,5,-3,25,4.3,99,-5,-1.0,-11,2.3
O=C1CC(C(=O)Nc2ccc(F)cc2)n2cnnc2N1 (centres undefined),1,0.2,-1,-2,4,0.2,2.4*,-5,0.2,0,-2.3
COC(=O)Nc1nc2ccc(SC(C)C)cc2[nH]1,-27,-0.4,5,5,-16,3.6,94,5,-0.9,3,-4.0
CC(=O)Nc1ccc(-n2c(C)ccc2C)cc1,-15,0.2,0,0,-20,-0.2,109,-9,0.0,0,1.2
CCc1ccc(OCC(=O)NNC(=O)c2cnccn2)c(Br)c1,-5,-7.3,10,1,4,-5.0,107,4,-1.9,8,-7.1

Source: PubChem BioAssay

Random draw from the library; 3.2% or so of the library scored in one or more.
